# Assay outcomes: PubChem, several laboratories
# CDK5 p35 inh = CDK5/p35 (human) kinase inhibition; inhibition, % at 10 µM; AID 488839; 330,000 tested, 0.01% active; Recombinant CDK5/p35, ADP-Glo luminescence, 60 min;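 active means highest replicate inhibition of at least 50% and at least 75% of replicates reaching 50%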;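 further: plate controls were DMSO neutral control for no effect and GW8510 at 10 µM for full effect; many of its hits are not listed in these tables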
# PvdQ acylase = blocks Pseudomonas aeruginosa PvdQ acylase activity; purified PvdQ acylase, fluorescence plate reader; 340,000 tested, 0.063% active; inhibition, % at 10 µM; in the data active means inhibition above about 30%, passing the limit was not always enough;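 further: 0% = vehicle neutral wells and 100% = reference inhibitor wells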
# Rtt109 Vps75 = blocks Candida albicans Rtt109/Vps75 acetyltransferase activity; purified Rtt109/Vps75, ThioGlo CoA-SH fluorescence, 4 h; AID 540336; Q5AAJ8; inhibition, % at 34.9 µM; 330,000 tested, 0.16% active;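 active means inhibition of at least 50% in every replicate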
# Target sequence (Q5AAJ8 whole entry, looked up): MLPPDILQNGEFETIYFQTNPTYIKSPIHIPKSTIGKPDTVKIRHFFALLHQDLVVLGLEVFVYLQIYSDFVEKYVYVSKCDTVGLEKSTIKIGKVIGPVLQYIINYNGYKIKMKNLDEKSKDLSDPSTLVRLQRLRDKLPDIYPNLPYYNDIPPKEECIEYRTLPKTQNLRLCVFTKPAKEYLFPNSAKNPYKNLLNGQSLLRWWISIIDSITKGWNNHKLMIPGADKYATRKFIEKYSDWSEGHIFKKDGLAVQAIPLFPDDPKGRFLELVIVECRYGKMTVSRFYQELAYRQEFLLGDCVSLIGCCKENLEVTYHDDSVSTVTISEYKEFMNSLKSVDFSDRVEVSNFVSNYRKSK
# RTF Ca sens act = cardiac RTF calcium sensitization; activation, % at 7.2 µM; P19429+P45379; IANBD-labeled TnC RTF fluorescence at EC20 calcium; 0% EC20 calcium, 100% full calcium; 340,000 tested, 0.24% active;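 active means activation above the mean over all tested compounds plus 3 SD, cut at about 30% in these data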;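 further: rise in fluorescence read as greater calcium sensitivity of cardiac thin filaments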
# PfHsp90 set2 = growth inhibition of yeast expressing Plasmodium Hsp90; S. cerevisiae expressing PfHsp90, BacTiter-Glo ATP, 48 h; yeast lacking PDR1 and PDR3 efflux regulators; inhibition, % at 9.4 µM; 310,000 tested, 0.32% active;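 active means every replicate shows inhibition above about 80%, whatever the replicate mean, limit read from the data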;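 further: 0% = DMSO neutral controls and 100% = 20 µM radicicol positive controls; yeast relying on Plasmodium falciparum Hsp90 in place of its own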
# Mot1-301 SUMO = inhibitors of SUMOylation pathway: yeast Mot1-301 growth rescue | S. cerevisiae Mot1-301 growth rescue, ATP luminescence, 38.5C; percent above DMSO median, 100 means doubled | growth rescue, % at 18.8 µM | 320,000 tested, 1% active | AID 2716;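 active means every valid replicate shows activation above 250% relative to neutral control wells; inactive means the rest, any valid replicate at or below 250%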;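 further: OY570 slx delta 5 strain wells were the positive control but not used for scaling; some compounds called inactive have numbers as strong as hits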
# Keap1 Nrf2 FP = inhibitors of human Keap1-Nrf2 protein-protein interaction. Q14145. Keap1 Kelch-Nrf2 peptide fluorescence polarization, 1536-well. inhibition, % at 9.4 µM. 340,000 tested, 0.15% active. AID 504523; in the data active means inhibition above about 12%;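 further: human Keap1 Kelch domain with fluorescein labeled Nrf2 9mer peptide probe; 0% = neutral control wells and 100% = peptide positive control; higher means more block of Keap1 binding to Nrf2 peptide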
# RTF Ca sens inh = cardiac RTF calcium desensitization; IANBD-labeled cardiac RTF, Ca2+ fluorescence; inhibition, % at 7.15 µM; 340,000 tested, 0.12% active; AID 493244;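 active means inhibition above the mean inhibition of all tested compounds plus 3 SD, cut at about 17% in these data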;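 further: assay run at fixed EC70 calcium of 1.6 mM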
# C-LANA FP = blocks KSHV LANA C-terminal domain binding to DNA | 340,000 tested, 0.078% active | inhibition, % at 9 µM | AID 504423 | MBP-C-LANA/FAM-LBS DNA binding, fluorescence polarization;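 active means highest replicate inhibition at or above 60% at 9 µM, even if other replicates fall short; inactive means all replicates below 60% inhibition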;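 further: 0% = neutral control wells and 100% = 4 µM acridine orange control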
# dFosB activator = mouse delta FosB homodimer activation. P13346. purified delta FosB, TAMRA-CDK5 oligo fluorescence polarization; percent of positive-control signal above neutral wells. activation, % at 25 µM. 340,000 tested, 0.99% active;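 active means mean activation above about 17%, with every replicate also reaching it, limit read from the data, passing the limit was not always enough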;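 further: fluorescence polarization rise as delta FosB binds a TAMRA Cdk5 AP-1 oligo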
# Target sequence (P13346 whole entry, looked up): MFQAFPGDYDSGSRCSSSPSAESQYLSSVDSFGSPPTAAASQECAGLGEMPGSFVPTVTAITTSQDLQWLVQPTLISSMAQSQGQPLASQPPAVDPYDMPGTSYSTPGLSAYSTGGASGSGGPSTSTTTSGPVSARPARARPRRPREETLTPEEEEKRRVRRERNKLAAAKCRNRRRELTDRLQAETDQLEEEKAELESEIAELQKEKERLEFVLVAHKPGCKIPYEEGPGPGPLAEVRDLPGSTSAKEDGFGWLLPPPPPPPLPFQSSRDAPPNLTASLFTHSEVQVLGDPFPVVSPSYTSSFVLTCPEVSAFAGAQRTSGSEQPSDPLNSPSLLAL
# NSD2 inh = NSD2 (human) methyltransferase inhibition. inhibition, % at 12.5 µM. NSD2 peptide methylation, AlphaScreen, 120 min. O96028. 310,000 tested, 0.54% active; in the data active means inhibition above about 50%
# Starred values were filed as active, the others as inactive; . = not tested or not shown.
SMILES	CDK5 p35 inh	PvdQ acylase	Rtt109 Vps75	RTF Ca sens act	PfHsp90 set2	Mot1-301 SUMO	Keap1 Nrf2 FP	RTF Ca sens inh	C-LANA FP	dFosB activator	NSD2 inh
O=C(CSc1ccccc1)N1CCN(S(=O)(=O)c2ccccc2F)CC1	7.4	3	21	-2	4	13	4	-6	-0.7	-8	3
CSC1=C(C#N)C(c2ccc(C(C)C)cc2)CC(=O)N1 (configuration not stated)	-0.6	1	1	1	14	-14	4	-5	0.1	5	.
CC1CCCC(NC(=O)Cc2ccc(Br)cc2)C1C (configuration not stated)	-2.1	-8	-3	7	4	17	-3	-8	1.9	4	1
COc1cccc(/C=N/NC(=O)Cn2nc(C)c([N+](=O)[O-])c2C)c1O	1.9	-6	-2	-3	-25	259	-1	5	0.5	-1	-5
COCCn1c(SCc2ccccc2)nc2c1c(=O)[nH]c(=O)n2C	1.2	-11	5	-7	6	-1	-2	-1	0.9	0	1
COc1ccc(C(=O)NC2CC2)cc1OC1CCN(Cc2cc(C)c(C)cc2C)CC1	-0.5	-6	0	-5	-22	2	-3	2	1.2	-8	2
OCc1c[nH]c(=S)n1CCOc1cccc(C(F)(F)F)c1	1.0	10	-18	-8	-1	-4	-4	5	-1.3	-3	-2
O=C(Nc1ccc(N2CCCC2)c(Cl)c1)c1ccc(Br)o1	-1.4	-2	2	-3	-15	119	3	-5	0.3	43*	-2
CCC1(CC)C(=O)NC(=O)NC1=S	-2.2	-10	-5	-3	7	.	-5	-5	1.5	-2	0
C=C(C)CSc1nc2ncccc2[nH]1	-0.8	-11	1	0	-13	141	-2	-4	-1.1	-7	0
COc1cc(C2c3cc4c(cc3OC(N3CCOCC3)C2C)OCO4)cc(OC)c1OC(C)=O (configuration not stated)	-2.3	-11	4	8	-45	.	-2	-6	-0.5	-12	8
O=C(NCCc1ccco1)C(=O)NCC1OCCCN1S(=O)(=O)c1ccccc1 (configuration not stated)	0.7	-5	-2	2	-10	-5	-3	3	0.6	-3	3
Cc1cccc2c1Sc1ccccc1CC2=O	-0.3	-14	1	4	-91	0	1	-3	-0.3	-16	0
O=C(COC(=O)c1nc(Cl)c(Cl)c(Cl)c1Cl)c1ccc[nH]1	-0.2	-4	-12	0	-24	16	-5	2	0.4	-10	4
C=CCn1c(SCC(=O)Nc2ncc(Cc3cc(C(F)(F)F)ccc3Cl)s2)nnc1-c1ccncc1	2.8	-5	.	3	-23	-19	-1	-3	-1.1	1	1
Cc1cc(C)nc(Nc2n[nH]c(COc3ccccc3)n2)n1	1.4	-12	2	-3	-11	16	-3	-14	1.0	4	.
O=C(Nc1cnc2ccccc2c1)c1cccnc1	0.6	-7	4	2	32	6	-5	-4	0.5	-18	.
COc1ccc(C2Nc3ccccc3C(=O)N2c2ccccc2)cc1CN1CCOCC1 (configuration not stated)	-0.3	-3	-85	-2	10	-20	-10	-6	-0.4	-1	0
CCOc1ccccc1NC(=O)C(CC)Sc1nc2ccncc2[nH]1 (configuration not stated)	.	-13	-3	-3	-20	6	-3	6	0.0	0	3
Cc1ccc(C(=O)NCCc2nnc3c(C(F)(F)F)cc(Cl)cn23)o1	-0.5	-4	5	3	-9	20	-5	-7	1.4	-15	0
CCc1ccc(C(=O)COC(=O)CNC(=O)c2cccs2)cc1	-2.0	8	-6	5	-2	-1	3	-2	1.0	-4	-1
CCN1CCN(C(=S)NCc2ccc(C)cc2)CC1	0.0	-1	-1	1	-16	-16	0	-6	0.9	0	2
O=C(O)CCc1nn2c3ccccc3n(CCO)c2nc1=O	-0.7	-13	.	2	5	-4	-1	2	-1.7	3	-3
O=C(COc1ccc([N+](=O)[O-])cc1)Nc1ccc(S(=O)(=O)N2CCOCC2)cc1	-0.6	-14	0	4	-11	4	2	-5	2.8	3	4
Cn1c(CN2CCCC2)nc2cc(NS(=O)(=O)c3ccccc3)ccc21	0.7	5	-3	-3	-6	-1	-2	2	1.0	2	4
CC1=C(C)CC(C(=O)NCCCN2CCCC2=O)C(C(=O)O)C1 (configuration not stated)	1.0	5	-9	0	.	3	-3	-1	3.3	2	-1
CN(C)CCCC(=O)c1ccc2c(c1)OCO2	-1.9	-9	0	1	20	-1	5	-8	2.7	7	0
COc1ccc(CCNC(=O)CSc2ccc(Br)cc2)cc1OC	0.6	-9	-3	-3	12	9	-2	-6	-1.9	-2	-2
O=C(CC1Sc2ccccc2NC1=O)NNc1ccc(F)cc1 (configuration not stated)	-6.8	-5	-10	3	.	.	-3	-1	0.6	-6	-1
O=C(c1ccc2ncsc2c1)N1CCCCC1	-1.2	-9	2	0	-14	-6	0	-3	0.5	-4	3
COc1ccc(NC(=O)CC2C(=O)NCCN2C(=O)c2ccc(Cl)cc2)cc1 (configuration not stated)	0.7	-1	0	1	-1	-3	3	-4	-2.9	-2	-1
c1ccc(N2CCN(Cc3ccnc4ccccc34)CC2)cc1	-3.9	-10	-8	5	.	-3	-5	-10	-1.4	0	4
CCc1ccc(NC2=CC(=O)CC(C)(C)C2)cc1	1.9	9	5	-2	-13	11	-1	0	0.1	1	3
O=C(NCC1CCCN(Cc2ccc3nonc3c2)C1)c1ccc(F)cc1 (configuration not stated)	-1.4	-16	-5	3	1	8	-8	-6	-0.6	-1	.
O=C(CC(=O)Nc1ccc(Cl)c(Cl)c1)N/N=C/c1ccc(O)cc1	0.9	-6	-7	4	3	-3	-2	1	-0.9	-5	-1
CC1CCCN(C(=O)Cn2nnc(-c3ccccc3F)n2)C1 (configuration not stated)	-2.6	-26	5	8	-8	1	-1	2	-1.4	-4	-1
Cc1ccc(SCCC(=O)Nc2ccccc2C(=O)N2CCOCC2)cc1	-0.6	-7	-6	-1	-11	29	4	-6	-2.4	2	-4
O=C(NCCN1CCOCC1)c1ccc2ccccc2n1	-0.3	2	-7	0	18	-5	-6	-8	0.4	0	6
CNC(=O)C1CC(=O)N(Cc2ccc3c(c2)OCO3)C(=Nc2ccc(OC)cc2)S1 (configuration not stated)	-0.1	2	22	9	-3	3	-1	-3	1.5	-12	1
O=C(NCc1cccs1)c1cccc(N2CCCC2=O)c1	1.4	-2	-10	1	-26	337	-4	-5	-0.7	-1	-2

# Looked up by structure from above, two records:
SMILES	CDK5 p35 inh	PvdQ acylase	Rtt109 Vps75	RTF Ca sens act	PfHsp90 set2	Mot1-301 SUMO	Keap1 Nrf2 FP	RTF Ca sens inh	C-LANA FP	dFosB activator	NSD2 inh
c1ccc(N2CCN(Cc3ccnc4ccccc34)CC2)cc1	-3.9	-10	-8	5	.	-3	-5	-10	-1.4	0	4
O=C(CC1Sc2ccccc2NC1=O)NNc1ccc(F)cc1 (configuration not stated)	-6.8	-5	-10	3	.	.	-3	-1	0.6	-6	-1

# (listing goes on)
SMILES	CDK5 p35 inh	PvdQ acylase	Rtt109 Vps75	RTF Ca sens act	PfHsp90 set2	Mot1-301 SUMO	Keap1 Nrf2 FP	RTF Ca sens inh	C-LANA FP	dFosB activator	NSD2 inh
CCN(CC(=O)Nc1ccc2c(c1)OCCO2)C(=O)C(C)Oc1ccc(F)cc1 (configuration not stated)	-0.3	-6	-7	-1	0	.	0	-1	-0.5	0	-1
CCn1cnnc1SCC(=O)Nc1ccccc1C(=O)NC1CC1	-4.4	-14	-5	-3	.	-9	-5	-9	0.1	-2	-1
Cc1[nH]n(-c2ccccc2)c(=O)c1C(C[N+](=O)[O-])c1ccccc1Cl (configuration not stated)	-1.6	-16	14	-4	-52	225	-4	-5	-1.3	-6	8
O=S(=O)(Nc1cccc2ncccc12)c1cccs1	-0.2	5	-12	-3	-101	19	-4	-2	1.5	-1	.
Cc1ccsc1CN(C)C(=O)C(NC(=O)c1cccc(S(=O)(=O)N2CCOCC2)c1)C(C)C (configuration not stated)	0.6	-11	2	-5	-4	22	-6	9	-0.2	-5	2
Cc1ccc(O)c(CNc2ccc(S(=O)(=O)Nc3nccs3)cc2)c1	2.1	-9	6	-5	36	-21	2	-6	-1.3	-2	9
OCC[C@@H]1C[C@@H](O)[C@H](O)[C@]2(CCCCO2)O1	-0.3	-17	0	2	10	-6	-1	-34	0.8	-5	.
CCc1ccc(/C=C/C(=O)c2cc(Br)ccc(=O)c2O)cc1	-0.1	10	15	4	66	18	-9	-7	2.3	-15	4
c1ccc(Cn2cc(CSc3ccccc3)nn2)cc1	-0.4	-8	-3	-1	.	14	-4	-8	0.6	-4	.
COc1ccc(CCn2c(C)nc3ccccc3c2=O)cc1OC	-0.6	-13	-6	1	-27	-13	-5	-16	-0.2	6	-2
Cc1ncc(CN2CCC(CO)(CCOc3ccccc3)CC2)s1	1.9	-9	3	1	-9	684	-2	-2	-1.4	-1	6
O=C(c1n[nH]c(=O)c2ccccc12)N1CCN(c2ccccc2Cl)CC1	0.4	-13	6	-6	-36	-8	-3	-3	-0.1	-7	.
CC1C(=O)N2CCCc3cc(S(=O)(=O)N4CCCCC4)cc1c32 (configuration not stated)	0.5	-10	0	1	8	-12	-2	1	0.5	3	-2
Cc1ccc(-c2nnc(SCC(=O)NC3CC3)o2)cc1	-0.3	0	10	-8	2	7	1	2	0.2	-4	-3
O=C(NCC1CCCO1)C1CCN(CC2CCCCC2)CC1 (configuration not stated)	0.3	-9	-7	4	19	-6	3	-7	-1.9	5	-5
CC(C)CC(=O)NC(=S)Nc1ccc(Cl)cn1	0.8	-4	-10	4	40	26	2	-10	0.6	0	-3
COC(=O)c1ccccc1CC1SC(N)=NC1=O (configuration not stated)	-0.7	-11	6	-4	-5	162	1	-12	-1.3	1	3
COc1cc(C(C)=O)ccc1OCC(=O)Nc1ccccc1N1CCCC1	-1.6	6	-3	-3	-5	-6	0	-5	-1.9	-6	7
CCOC(=O)Cc1cc(=O)n2[nH]c(-c3ccc(Cl)cc3)cc2n1	-0.2	-5	12	2	19	2	2	-3	-0.9	-2	0
Cc1ccc(N(CC(=O)NCC2CCCO2)C(=O)Cn2nnc(-c3cccs3)n2)cc1 (configuration not stated)	0.0	-16	-6	0	-9	-5	0	-9	0.0	-4	-3
O=C1CSC(=S)N1Nc1ccccc1	-2.3	-14	-5	4	9	.	-2	-6	-1.5	7	1
C[C@H](CO)N1C[C@H](C)[C@@H](CN(C)C(=O)Nc2ccccc2)Oc2ccc(NC(=O)Nc3ccccc3)cc2C1=O	-1.3	-4	-1	-4	33	-2	-3	-4	0.1	-5	.
CN1C(=O)/C(=C/c2coc3ccc(O)cc3c2=O)SC1=S	-0.3	10	9	0	10	-5	-4	-11	-0.5	13	.
Cc1cc(C)cc(N(CC(=O)NCC2CCCO2)C(=O)CCC(=O)Nc2cc(C)on2)c1 (configuration not stated)	2.2	1	-5	7	11	-19	6	3	-2.8	-5	1
O=C(Cn1cnc2ccccc2c1=O)Nc1ccccc1N1CCOCC1	0.7	-16	2	5	8	0	2	-4	0.4	4	-4
CC(C)C(C)NC(=O)CN1C(=O)NC(c2ccccc2)(c2ccccc2)C1=O (configuration not stated)	-0.4	-12	-3	-5	15	9	-5	-6	-1.1	1	2
